Screening data (PubChem)
Pf growth 96h: Primary qHTS for delayed death inhibitors of the malarial parasite plastid, 96 hour incubation; P. falciparum luciferase reporter growth, 96 h; Potency, µM (titrated, usually from 28.7 µM), for the others: at the highest dose activity change, negative = inhibition, most hits filed as inhibitors; 6.9% of 320,000 active; AID 504834, 2011
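96 h incubation, 37 C, 5% CO2, of luciferase-reporter P. falciparum-infected RBCs (2% hematocrit, 0.05% parasitemia final) with test compounds; endpoint luminescence.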
LmPK inh: qHTS Assay for Inhibitors of Leishmania Mexicana Pyruvate Kinase (LmPK) | Potency, µM (titrated, usually from 57.5 µM), without a hit: at the top dose activity change, negative = inhibition, hits mostly inhibitors | 0.37% of 290,000 active | purified LmPK, Kinase-Glo ATP luminescence, 1 h | Q27686
Target sequence (Q27686 whole entry, looked up): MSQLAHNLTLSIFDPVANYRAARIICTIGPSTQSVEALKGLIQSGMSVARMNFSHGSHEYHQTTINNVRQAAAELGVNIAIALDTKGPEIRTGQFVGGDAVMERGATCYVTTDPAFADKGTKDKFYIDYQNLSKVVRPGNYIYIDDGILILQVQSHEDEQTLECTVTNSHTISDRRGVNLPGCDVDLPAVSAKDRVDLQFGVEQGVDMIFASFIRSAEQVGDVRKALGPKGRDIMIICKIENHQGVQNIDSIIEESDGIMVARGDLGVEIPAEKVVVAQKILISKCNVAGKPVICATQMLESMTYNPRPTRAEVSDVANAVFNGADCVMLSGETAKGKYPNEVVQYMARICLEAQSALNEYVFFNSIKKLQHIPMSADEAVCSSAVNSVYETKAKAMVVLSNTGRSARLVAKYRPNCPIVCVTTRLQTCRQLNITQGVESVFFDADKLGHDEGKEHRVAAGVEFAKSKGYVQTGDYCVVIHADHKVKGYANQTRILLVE
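qHTS format; LmPK 0.1 nM; substrates PEP 0.5 mM and ADP 0.1 mM. One-hour room-temperature incubation, then coupled luciferase luminescence; 0.5 nM enzyme wells mark activation.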
Pf growth 48h: Primary qHTS for delayed death inhibitors of the malarial parasite plastid, 48 hour incubation; P. falciparum luciferase growth in erythrocytes, 48 h; Potency, µM (top dose mostly 28.7 µM), for inactives: at the top dose activity change, negative = inhibition, hits mostly inhibitors; 5.9% of 310,000 active; AID 504832, 2011
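Luciferase-expressing P. falciparum in infected erythrocytes (2% hematocrit, 0.1% parasitemia final) in RPMI 1640/0.5% Albumax were exposed to compound for 48 hours at 37 C, 5% CO2; growth read as luminescence.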
HCV inh: qHTS Assay for Inhibitors of Hepatitis C Virus (HCV) | Huh7.5.1 HCVcc-Cre infection, luciferase reporter, 44 h | Potency, µM (highest dose often 41.8 µM), without a hit: at the highest dose activity change, negative = inhibition, most hits filed as inhibitors | 3.4% of 340,000 active | AID 651820, 2012
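Cells (1,000/well) were plated 4 h before compound, then infected with HCVcc-Cre virus (~0.5 moi). After 44 h further culture, infection was read as luciferase luminescence following a 15 min substrate incubation at room temperature.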
TbPYK inhibitor: qHTS of Trypanosoma Brucei Inhibitors | pyruvate kinase (Trypanosoma brucei), Q57TT1 | TbPYK enzyme, Kinase-Glo Plus ATP luminescence, 45 min | Potency, µM (top dose mostly 76.8 µM), without a hit: at the top dose activity, negative = inhibition, most hits filed as inhibitors | 0.12% of 410,000 active; also: nearly all actives have a fitted effect of over 50% in size
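TbPYK + substrate in 50 mM TEA pH 7.2, 100 mM KCl, 10 mM MgCl2, 0.05% BSA, 0.01% Tween-20; cpd pinned; ADP 130 uM final; 45 min RT; Kinase-Glo Plus 10 min; luminescence endpoint.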
Sm TGR inh: qHTS Assay for the Inhibitors of Schistosoma Mansoni Peroxiredoxins; Schistosoma mansoni thioredoxin glutathione reductase (TGR), Q962Y6; purified TGR, DTNB reduction, TNB absorbance 405 nm; Potency, µM (highest dose often 114 µM), for the others: top-dose activity change, negative = inhibition, hits mostly inhibitors; 3% of 360,000 active; AID 485364, 2010; also: nearly all actives have a fitted effect of over 60% in size
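Kinetic colorimetric format: TGR-catalysed, NADPH-driven DTNB reduction monitored via TNB absorbance. Enzyme dispensed at 20 nM; compound exposure 15 min at room temperature before reaction start.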
An asterisk follows results filed as active; ? = inconclusive; / = no result given; & = joins results of further samples; [ ] = remark or other dose. Calls follow the shape of the dose curve; as a rule, active = well fitted curve in the direction sought with a large enough effect; inconclusive = small, poorly fitted or top-dose-only effect, or another doubt; inactive = no such curve, though single readings can be large; an effect the other way counts as inactive or inconclusive. % is scaled to controls: 0 for no effect and ±100 for the full control effect; potency is read from the fitted curve at half-maximal effect. This is a random part of the collection; about 16% have a hit in one of these screens.

Every second line gives: Pf growth 96h, Pf growth 48h, TbPYK inhibitor, HCV inh, LmPK inh, Sm TGR inh
CN(C)S(=O)(=O)c1ccc2oc(SCC(=O)c3c(N)n(C4CC4)c(=O)[nH]c3=O)nc2c1
 : ?, -30%, -6%, -11%, /, -31%
Cc1ccc(CNC(=O)C(C)C2Sc3ccccc3NC2=O)cc1 (centres undefined)
 : ?, ?, 5%, -6%, 1%, -3%
CCOC(=O)c1cc(CC)sc1NC(=O)c1ccc([N+](=O)[O-])c(N2CCOCC2)c1
 : ?, 27%, 5%, -2%, -1%, -14%
O=C(c1cccc(Br)c1)N1CCN(C(=O)c2cccc(Br)c2)CC1
 : ?, ?, -15%, -23%, 2%, 5%
COC(=O)C1=C(NC(=O)COc2ccc3ccccc3c2)CCS1
 : 19%, 6%, -1%, -1%, -4%, -6%
CCn1c(CNC(=O)c2ccccc2F)nnc1SCCOc1ccccc1
 : 6%, -4%, -17%, 1%, -1%, 1%
N[C@@H](Cc1ccccc1)C(=O)N1CCC(C(=O)NCC(=O)Nc2ccc(F)cc2)CC1
 : ?, ?, -18%, 12%, 11%, ?
CCCCN(C)C(=O)C1CCC(=O)N(c2cc(OC)c(OC)c(OC)c2)C1c1ccc(OC)cc1 (centres undefined)
 : 5%, ?, -16%, 26%&2%, -3%, -20%
C/C(=N/OC(=O)c1ccc(C)cc1)C(=O)c1ccc(Br)cc1
 : 0%, 37%[activator], -2%, 31%[activator], 2%, 4%
COc1cccc(CN2CCN(C(=O)Nc3ccc([N+](=O)[O-])cc3)CC2)c1
 : ?, ?, -7%, ?, 4%, -10%
NNC(=O)Cn1nnc(-c2ccc(C(F)(F)F)cc2)n1
 : 22%, 17%, -2%, 12%, 3%, 9%
CCCCSc1nnc2c(n1)[nH]c1ccccc12
 : 5%, -24%, -13%, -16%, -1%, -6%
Cc1ccc(S(=O)(=O)NCCC(=O)N2CCN(S(=O)(=O)c3cccc(F)c3)CC2)cc1C
 : ?, ?, -7%, ?, /, -1%
O=C(NCc1ccccc1)C(c1cccnc1)N(C(=O)c1ccccn1)c1cccc(F)c1 (centres undefined)
 : -6%, -28%, 3%, 18%, 6%, -5%
O=C(NCCC1=CCCCC1)Nc1ccc2nsnc2c1
 : 46%[activator], 3%, -6%, ?, -1%, -4%
CSc1ncc(Cl)c(C(=O)Nc2ccccc2Br)n1
 : -15%, 15%, -6%, 17%, -2%, 14%
OCCN1CCN(C(c2cccs2)c2ccc3cccnc3c2O)CC1 (centres undefined)
 : 0%, 2.1µM*, /, /, -3%, 0.32µM*
Cc1cccc(NC(=O)Cn2c(=O)oc3ccccc32)c1C
 : 70%[activator], -1%, 0%, 0%, -3%, 10%
O=[N+]([O-])c1ccc(O)c(/C=N/n2cnc3ccccc32)c1
 : ?, -19%, 19%, ?, 0%, -13%
CC(=O)CCN1CCOCC1
 : 34%[activator], /, 0%, 4%, 3%, ?
CCCOc1ccc(/C=N/NC(=O)C2CCCN2S(=O)(=O)c2ccc(Cl)cc2)cc1 (centres undefined)
 : /, ?, 0%, ?, -1%, 9%
CC(=O)c1c(N2CCC(C(N)=O)CC2)nc(=S)n(-c2ccccc2)c1C
 : 38%[activator], 9%, 3%, 10%, 6%, -16%
COc1cccc2cc(C(=O)OC(C)C(=O)c3ccc(C)cc3)c(=O)oc12 (centres undefined)
 : ?, 2%, -5%, 15%, -6%, -2%
CCN(CC(O)Cn1c2ccccc2c2ccccc21)S(=O)(=O)c1ccc(F)cc1 (centres undefined)
 : 13µM*, /, 9%, ?, 8%, 2%
Nc1cc(=O)[nH]c(SCC(=O)Nc2ccc(S(=O)(=O)N3CCCCC3)cc2)n1
 : 15%, 1%, 5%, 10%, -4%, 1%
Cc1ccc(S(=O)(=O)N2CCC(C(=O)Nc3ccc(C(C)C)cc3)CC2)cc1
 : ?, ?, -4%, 11µM*, /, 1%
CC(N)C12CC3CC(C1)CC(C(C)N)(C3)C2 (centres undefined)
 : 50%[activator], ?, -11%, 6%, -7%, 1%
CC1(C)C2CC[C@]1(C)[C@@H](O)C2
 : -23%, -6%, 2%, /, /, /
CC(=O)c1ccc(N2CCN(C(=S)Nc3cccc(Cl)c3)CC2)cc1
 : ?, ?, -12%, -13%, 5%, -1%
O=[N+]([O-])c1cccc(CN(CCO)Cc2ccccc2)c1
 : 59%[activator], 2%, -3%, 13%, 1%, 6%
CCn1c(Cc2ccccc2)nnc1SCC(=O)OC(C)C
 : 33%, /, 4%, 0%, 1%, -1%[11.4 µM]
CC(C)(C)SCCNC(=O)Nc1ccccc1
 : 29%, 40%[activator], -5%, 4%, 0%, -2%
N#C/C(=C\N1CCOCC1)S(=O)(=O)c1ccc(Cl)cc1
 : 5%, -5%, 4%, 18%, -6%, -3%
O=C(COC(=O)CCc1nc2ccccc2s1)NC(=O)NCc1ccco1
 : -23%, 29%, 1%, 12%, 0%, -6%
CCOc1ccccc1NC(=O)N1CCCC1C(=O)Nc1ccc(-n2cnnn2)c(C)c1 (centres undefined)
 : 0%, 17%, -6%, -4%, 6%, 6%
O=C(COc1cccc2cccnc12)N/N=C1\SCC(=O)N1Cc1ccco1
 : 269%[activator], -5%, 8%, 5%, 6%, ?
CC(C)c1cc(C(F)(F)F)n2nc(C(=O)Nc3ccc(-n4cnnn4)cc3)cc2n1
 : 0%, 9%, 8%, ?, 3%, 0%
CC1CCCCC1NC(=O)CN1CCC(O)(c2ccc(F)cc2)CC1 (centres undefined)
 : 76%[activator], 8%, 1%, 2%, -1%, -1%
CCOC(=O)c1sc(NC(=O)COC(=O)CNC(=O)C2CCCCC2)c(C(=O)OCC)c1C
 : 26%, 12%, -5%, ?, -2%, -1%
CCN(CC)C(=O)C1CC(=O)OC12CCCCC2 (centres undefined)
 : -20%, 15%, -1%, -8%, 6%, -9%
Cc1noc(C)c1CSCC(=O)Nc1nc2c(F)cc(F)cc2s1
 : ?, ?, -3%, 23%, /, -19%
Cc1cccc(N2CCN(C(=O)Cn3ccc4ccccc4c3=O)CC2)c1C
 : 29%, -14%, -1%, ?, 1%, 6%
CCOC(=O)c1cnc(SCC(=O)OC)nc1N
 : ?, 0%, 3%, 16%, 0%, 0%
NS(=O)(=O)c1ccc(N/C=C\C(=O)c2ccc(F)cc2)cc1
 : ?, 214%[activator], -6%, -8%, -16%, 1%
COC(=O)/C=C1/S/C(=N/NC(=O)c2ccccc2)NC1=O
 : -13%, ?, -3%, 0%, 1%, -10%
S=C(NCc1ccccc1)N1CCn2cccc2C1c1cccnc1 (centres undefined)
 : 4.7µM*, 4.7µM*, -9%, -5%, -4%, -9%
Cc1ccc(S(=O)(=O)C2(C(=O)Nc3cccnc3)CC2)cc1
 : -1%, 19%, 4%, 12%, -1%, 4%
CCOc1ccccc1CN1CCC(CO)(CCOc2ccccc2)CC1
 : 3%, ?, -8%, 19%, -5%, 5%[57.1 µM]
Cc1cc(Cl)ccc1C(=O)C1CCCN(C(=O)c2ccc3ncccc3c2)C1 (centres undefined)
 : ?, 1%, 3%, -9%, -9%, 4%[57.1 µM]
COc1ccc(OC)c(C2=NO[C@@](CC(=O)O)(C(=O)Nc3ccc4c(c3)OCCO4)C2)c1
 : 20%, 12%, 4%, -6%, 0%, 13µM*
CCc1cccc2c(C(=O)C(NCCCOC)c3ccccc3)c[nH]c12 (centres undefined)
 : -27%, ?, -7%, 11µM*, -6%, 4%
Cc1ccc(Nc2ncnc(-n3cccc3)n2)cc1Cl
 : 172%[activator], 280%[activator], -1%, -13%, -6%, 6%
Cc1ccc(Cl)c(OCCCCN(C)Cc2ccccc2)c1
 : 195%[activator], 31%[activator], 7%, ?, 1%, 5%
CN=C1S/C(=C\c2cn(CC(=O)OC)c3ccccc23)C(=O)N1C
 : -11%, 3%, -1%, ?, 3%, -2%
COc1ccc(C)cc1S(=O)(=O)N1CCC(C(=O)N2CCOCC2)CC1
 : /, ?, -16%, -1%, 9%, -3%
O=C(NCc1ccccn1)c1c(O)c2c([nH]c1=O)CCCC2
 : 7.4µM*, -2%, 3%, 13%, 11%, -1%
CCCn1c(N)c(NCCN2CCOCC2)c(=O)[nH]c1=O
 : -31%[5.75 µM], ?, 2%, 19%, -3%, 2%
COCC(C)NC(=O)C1CCN(S(=O)(=O)c2ccc3ccccc3c2)CC1 (centres undefined)
 : 0%, ?, 1%, -3%, /, 9%
O=C(COC(=O)c1ccc(Cl)nc1)NNC(=O)c1ccc(Cl)cc1
 : 28%, -3%, 1%, 0%, /, -3%
Cc1ccc2c(cnn2C(=O)CCCC(=O)NCc2ccc(F)cc2)c1
 : 5%, 25%, -10%, -9%, 1%, 0%

3 compounds from above, sorted by molecular weight, low to high:
Every second line gives: Pf growth 96h, Pf growth 48h, TbPYK inhibitor, HCV inh, LmPK inh, Sm TGR inh
O=C(NCc1ccccn1)c1c(O)c2c([nH]c1=O)CCCC2
 : 7.4µM*, -2%, 3%, 13%, 11%, -1%
COC(=O)/C=C1/S/C(=N/NC(=O)c2ccccc2)NC1=O
 : -13%, ?, -3%, 0%, 1%, -10%
Cc1ccc(S(=O)(=O)C2(C(=O)Nc3cccnc3)CC2)cc1
 : -1%, 19%, 4%, 12%, -1%, 4%

Continuation:
Every second line gives: Pf growth 96h, Pf growth 48h, TbPYK inhibitor, HCV inh, LmPK inh, Sm TGR inh
O=C(CN(C(=O)c1csnn1)c1cccc(C(F)(F)F)c1)NCc1ccc(F)cc1
 : -12%, 10%, -12%, -2%, -5%, 0%
CC(=O)OCC(OC(C)=O)C(OC(C)=O)C(OC(C)=O)C(=O)Nc1ccc(C)cc1C (centres undefined)
 : /, 5%, -21%, 0%, -7%, 4%
O=C(Nc1nnc(-c2ccccn2)o1)c1cccc(Br)c1
 : ?, 7%, -10%, 8%, -6%, -20%
CCCC(C(=O)Nc1ccc(S(=O)(=O)N2CCOCC2)cc1)c1ccccc1 (centres undefined)
 : 9.3µM*, 13µM*, 2%, 10%, /, 2%
O=C1CC(c2ccccc2)CC(=O)N1c1ccccc1
 : 8%, 3%, 2%, 21%, 0%, 9%
COc1ccc2oc(C(=O)OCC(=O)NCCc3ccc(S(N)(=O)=O)cc3)c(C)c2c1
 : -29%, 6%, 1%, -21%, /, 3%
CCOC(=O)c1cc(C(=O)c2cc(Br)ccc2O)coc1=N
 : -19%, -12%, -2%, 10%, -5%, 0%
Cc1cc(OCC(=O)NC(Cc2ccc(Cl)cc2)C(=O)O)c2c(C)cc(=O)oc2c1 (centres undefined)
 : -1%, 30%[activator], 6%, 1%, -6%, -17%
CCOc1ccc(NC(=O)C(c2ccccn2)N(C(=O)CCl)c2ccc(OC)cc2)cc1 (centres undefined)
 : ?, -79%, -18%, 8%, 3%, 45µM*
NC(=O)C(c1ccc(F)cc1)c1ccc(C(=O)c2ccccc2)cc1 (centres undefined)
 : -24%, -6%, -3%, 8%, 4%, 3%
O=C(Nc1scc(-c2ccccc2)c1C(=O)O)c1ccco1
 : 31%[activator], -15%, 0%, 7%, -24%, ?
FC(F)(F)c1cccc(NC(=S)NC2CCCC2)c1
 : 6%, ?, -3%, 9%, -1%, -19%
COc1cc(/C=N/NC(=O)/C(=C\c2ccc3c(c2)OCO3)NC(=O)c2ccccc2)ccc1O
 : ?, 1%, -4%, 5%, -2%, -9%
